Tn6 DDE FP – DD(E)-Tn6 binding inhibition, primary FP screen. Fibrin DD(E) TRITC-Tn6 fluorescence polarization displacement. 370,000 tested, 0.21% active. inhibition, % at 8.3 µM. P02675;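 active = inhibition above a per-campaign cutoff: mean of compounds within control limits plus 3 SD, cut at about 15% in these data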;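 note: 0% = median of all compound wells on the plate and 100% = blocking peptide control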
SIAE inh – human SIAE inhibition, primary screen | SIAE FP-Rh probe binding, fluorescence polarization | inhibition, % at 9.66 µM | 370,000 tested, 0.69% active | AID 1053197;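 active = inhibition above a cutoff: mean of compounds within the control limits plus 3 SD of those, cut at about 17% in these data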;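 note: 0% = plate median of compound wells and 100% = probe without SIAE protein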
PLCb3 inh – PLC-beta3 (human) inhibition, primary screen | Q01970 | Purified PLC-beta3, fluorogenic substrate, fluorescence | inhibition, % at 12.2 µM | 370,000 tested, 0.18% active | AID 720704; in the data active = inhibition above about 11%;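 note: 0% = median of compound wells on plate and 100% = full blocker control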
ADAM10 inh – inhibitors of human ADAM10 | O14672 | recombinant ADAM10, EDANS/DABCYL FRET peptide cleavage, 3 h | inhibition, % at 7 µM | 370,000 tested, 0.62% active | AID 720582;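 active = inhibition above a per-campaign cutoff equal to the mean of compounds falling between control-based bounds plus 3 SD, cut at about 20% in these data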;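 note: 0% = DMSO wells while the 100% control is not disclosed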
Tn7 DDE FP – DD(E)-Tn7 binding inhibition, primary FP screen; FP displacement of FITC-Tn7 peptide from fibrin DD(E); 0% = median of compound wells per plate; AID 720508; P02675; inhibition, % at 8.3 µM; 370,000 tested, 0.13% active;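 active = inhibition above the mean of compounds falling within the control limits plus 3 SD of them, cut at about 14% in these data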;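 note: 0% = plate median of compound wells and 100% = 10 µM Aha-Tn7 peptide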
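system = human fibrin DD(E) protein | quantity = DD(E) 2 µM final | medium = Tris/NaCl/CaCl2 buffer, pH 7.8 | also added = labelled Tn7 tracer, 0.1 µM | compound dosing = single point at 8.3 µM | timing = compound with protein 10 min, then 3 h after probe, room temperature | signal = FP measurement | benchmarks = Aha-Tn7 high control | repeats = one replicate per compound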
ASAP1 GAP inh – inhibitors of human ASAP1 ArfGAP activity. 360,000 tested, 0.19% active. inhibition, % at 16.5 µM. ASAP1-stimulated ARF1 GTP hydrolysis, GDP FP detection. AID 624377; in the data active = inhibition above about 25%;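 note: 0% = vehicle with enzyme and substrate and 100% = no enzyme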
Target sequence (Q9ULH1 325-724 limits assumed): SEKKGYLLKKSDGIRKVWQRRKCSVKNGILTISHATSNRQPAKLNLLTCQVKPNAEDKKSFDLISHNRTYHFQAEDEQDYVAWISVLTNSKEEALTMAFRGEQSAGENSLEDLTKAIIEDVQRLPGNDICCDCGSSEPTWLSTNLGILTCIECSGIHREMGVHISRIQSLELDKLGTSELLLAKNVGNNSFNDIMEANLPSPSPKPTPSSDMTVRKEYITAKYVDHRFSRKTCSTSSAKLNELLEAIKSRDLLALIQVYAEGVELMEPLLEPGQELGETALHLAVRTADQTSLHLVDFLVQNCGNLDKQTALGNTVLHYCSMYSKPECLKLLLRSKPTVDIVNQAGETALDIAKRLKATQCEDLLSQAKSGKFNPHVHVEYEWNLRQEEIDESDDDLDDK
PLC-gamma1 inh – inhibitors of human phospholipase C gamma1. P19174. purified PLC-gamma1, fluorogenic substrate, fluorescence. inhibition, % at 12.2 µM. 370,000 tested, 0.84% active. AID 720700; in the data active = inhibition above about 9.5%
ARFGAP1 inh – rat ARFGAP1 inhibition; Q62848; 360,000 tested, 0.26% active; inhibition, % at 16.5 µM; Arfgap1-stimulated ARF1 GTP hydrolysis, GDP FP detection;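 active = inhibition above a per-plate limit, mean inhibition of low control wells plus 3 SD, cut at about 25% in these data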;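 note: 0% = DMSO wells with enzyme and 100% = wells lacking Arfgap1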
Target sequence (Q62848 1-136 limits assumed): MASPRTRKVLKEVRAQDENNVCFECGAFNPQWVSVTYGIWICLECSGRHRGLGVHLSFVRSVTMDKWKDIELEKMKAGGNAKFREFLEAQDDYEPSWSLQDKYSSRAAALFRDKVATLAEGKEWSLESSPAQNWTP
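material = rat Arfgap1 catalytic domain, aa 1-136 | also added = human ARF1(Δ1-17)-GTP substrate | compound dosing = one concentration, 16.5 µM, DMSO 1.26% | times = GTP hydrolysis reaction 2 h at 25 °C | measured by = FP, GDP Alexa 633 tracer displaced from anti-GDP antibody, 620/688 nm | evaluation = percent inhibition of Arfgap1-stimulated GTP hydrolysis | replication = single well per compound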
TDP2 inh – TDP2 (human) inhibition, absorbance primary screen | recombinant TDP2, T5PNP hydrolysis, p-nitrophenol absorbance 415 nm | O95551 | inhibition, % at 12.8 µM | 370,000 tested, 0.34% active;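 active = inhibition above the mean of all tested compounds plus 3 SD, set per campaign, cut at about 25% in these data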;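 note: 0% = DMSO with enzyme and 100% = buffer with substrate but no TDP2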
Target sequence (O95551 whole entry, looked up): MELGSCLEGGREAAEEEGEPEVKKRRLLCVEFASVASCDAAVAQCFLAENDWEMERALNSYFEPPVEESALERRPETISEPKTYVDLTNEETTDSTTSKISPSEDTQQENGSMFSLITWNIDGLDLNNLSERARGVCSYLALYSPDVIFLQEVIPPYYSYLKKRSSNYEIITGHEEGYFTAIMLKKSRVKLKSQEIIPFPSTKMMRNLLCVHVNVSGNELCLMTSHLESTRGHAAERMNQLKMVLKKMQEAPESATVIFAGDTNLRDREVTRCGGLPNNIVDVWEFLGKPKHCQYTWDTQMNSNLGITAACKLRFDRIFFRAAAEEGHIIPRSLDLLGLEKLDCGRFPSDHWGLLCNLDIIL
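System: recombinant human TDP2 / Amount: 120 nM TDP2 per well / Also added: 5 mM T5PNP chromogenic substrate / Doses: 12.8 µM single point, 1% DMSO / Incubation: 2 h at 37 °C / Detection: p-Nitrophenol epi absorbance / Evaluation: % inhibition relative to enzyme-containing and enzyme-free wells / Repeats: singlicate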
ADAM17 inh – ADAM17 inhibition, QFRET primary screen; P78536; recombinant ADAM17, EDANS/DABCYL FRET peptide cleavage; inhibition, % at 6.95 µM; 370,000 tested, 0.83% active; AID 720648;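 active = inhibition above the mean of compounds lying between control limits plus 3 SD, set per campaign, cut at about 8.5% in these data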;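 note: 0% = DMSO-only wells as the low control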
* marks the source's active call; other numbers are inactive results; i = inactive. Hits appear at their usual frequency. About 3.6% of those tested had a hit in this group.

(1) CCCN(c1ccc(C)cc1)c1nc(=O)c2cccnc2s1
(2) CN(Cc1ccccc1)C(=O)c1ncn(Cc2ccccc2)c1C(=O)N(C)Cc1ccccc1
(3) Cn1c(=O)c2c(ncn2CC(=O)Nc2ccc(N3CCOCC3)cc2)n(C)c1=O
(4) N#Cc1ccccc1S(=O)(=O)N1CCN(C(=O)c2cn(-c3ccccc3)nc2-c2cccnc2)CC1
(5) O=C1N[C@@H](Cc2c[nH]c3ccccc23)COC(=O)[C@@H](Cc2ccc(F)cc2)CC/C=C/C[C@@H]1CC(=O)N(CCO)Cc1ccccc1
(6) COc1ccc(C(C)=O)c2c(O)cccc12
(7) COC(=O)CSc1nc2c(c(=O)n(C)c(=O)n2C)n1CCC(C)C
(8) COc1ccc(NCC(=O)N/N=C/C2CCCCC2)cc1
assay / entry	1	2	3	4	5	6	7	8
Tn6 DDE FP	1	-4	4	4	-10	-8	-3	4
SIAE inh	0	0	3	-4	-5	2	5	17
PLCb3 inh	-7	0	2	-4	1	-2	2	-11
ADAM10 inh	-10	-1	-1	-4	18	19	1	2
Tn7 DDE FP	-3	1	-2	2	4	4	-3	1
ASAP1 GAP inh	-4	-7	-19	-4	-7	-6	3	-5
PLC-gamma1 inh	1	2	2	-4	1	2	2	-1
ARFGAP1 inh	-11	7	2	-6	16	-1	1	3
TDP2 inh	12	3	-10	4	-8	3	-1	5
ADAM17 inh	-5	0	1	-1	10*	6	0	-2

(9) CC(C)n1c(SCC(N)=O)nc2c1c(=O)n(C)c(=O)n2C
(10) COCCC1CCCCN1C(=O)c1ccc(OC2CCN(C(C)=O)CC2)c(OC)c1 (stereo not given)
(11) Cc1ccccc1NC(=O)C1CCN(S(=O)(=O)c2cccc3nonc23)CC1
(12) CN1C(=C2C(=O)OC(C)(C)OC2=O)Sc2ccccc21
(13) CC1(C(=O)NS(=O)(=O)c2ccccc2)CCN1C(=O)CC(c1ccccc1)c1ccccc1 (stereo not given)
(14) COC(=O)CC1C(=O)NCCN1C(=O)Nc1ccccc1 (stereo not given)
(15) COC(=O)c1cc(NC(=O)Cc2cc(OC)c(OC)c(OC)c2)cc(C(=O)OC)c1
(16) COc1ccc(CNC(=O)c2c(O)c3ccccc3n(C)c2=O)cc1OC
assay / entry	9	10	11	12	13	14	15	16
Tn6 DDE FP	-2	-1	7	5	1	7	3	4
SIAE inh	1	-7	2	-1	1	-4	2	-3
PLCb3 inh	4	-4	-1	-18	-1	2	-3	0
ADAM10 inh	1	-5	0	0	-13	-7	-15	4
Tn7 DDE FP	-8	3	1	0	-3	-1	0	2
ASAP1 GAP inh	14	-3	-2	-16	-23	0	-8	5
PLC-gamma1 inh	2	1	0	-12	0	3	-3	0
ARFGAP1 inh	-3	-1	-2	7	2	-5	-9	3
TDP2 inh	-11	8	4	6	0	5	2	5
ADAM17 inh	-2	-3	2	1	-6	-2	-5	-2

(17) O=C(NC12CC3CC(CC(C3)C1)C2)N1CCN(C(=O)C2CCCO2)CC1 (stereo not given)
(18) CCCCOC(=O)C1=C(C)Nc2ncnn2C1c1cccc(OC)c1 (stereo not given)
(19) Cc1cc(OC(C)C)nc(-c2ccccc2O)n1
(20) Cc1ccc(C(=O)N/N=C\c2ccc([N+](=O)[O-])s2)cn1
(21) COCCN1C=C(C(=O)OC)C(c2cc(Br)c(OC)c(OC)c2)C(C(=O)OC)=C1
(22) COc1ccc2ccccc2c1/C=N/N1C(=O)CSC1=S
(23) CC(C)OCCCN(C)C1CCN(S(=O)(=O)c2csc(C(N)=O)c2)CC1
(24) O=C(C(=C1NCCN1)n1cncn1)c1ccccc1
assay / entry	17	18	19	20	21	22	23	24
Tn6 DDE FP	0	2	4	3	-5	-6	2	-4
SIAE inh	-7	3	-6	-2	-10	-1	-1	3
PLCb3 inh	9	2	0	-9	i	-28	-2	4
ADAM10 inh	-3	0	-4	0	i	2	0	2
Tn7 DDE FP	-4	-4	-3	1	0	-10	-4	-6
ASAP1 GAP inh	2	6	3	1	8	11	-7	-5
PLC-gamma1 inh	7	-1	-4	-9	i	-14	3	2
ARFGAP1 inh	-1	1	-1	3	4	-3	-1	1
TDP2 inh	-8	9	-4	8	-9	10	2	-4
ADAM17 inh	-4	0	-4	0	i	-1	3	-3

(25) O=C(CCC(=O)NC1CCCCC1)Nc1cccnc1
(26) CCNNC(=O)C(O)(Cc1ccccc1)Cc1ccccc1
(27) CCN1C(=NCCCOC(C)C)N[C@@H](CCc2ccccc2)[C@H](C(=O)NCCCOC(C)C)[C@H]1C
(28) CCN1C(=O)[C@@H]2[C@@H](c3ccc(-c4ccc5c(c4)OCO5)c(OC)c3)N3CCC[C@@]3(C(=O)OC)[C@@H]2C1=O
(29) CCOC(=O)CS(=O)(=O)c1nc(-c2ccccc2)cc(C(F)(F)F)n1
(30) O=C(NC(=S)Nc1ccc(Cc2ccncc2)cc1)c1ccccc1
(31) CCOc1ncccc1C(=O)Nc1ccc2c(c1)OCCCO2
(32) C#CCN(C[C@@H]1[C@@H](OC(=O)NCc2ccccc2F)[C@@H](OC(=O)NCc2ccccc2F)Cn2c(=O)ccc(=O)n21)S(=O)(=O)c1ccc(C)cc1
assay / entry	25	26	27	28	29	30	31	32
Tn6 DDE FP	0	3	5	-3	3	-1	-6	2
SIAE inh	-4	5	9	-4	-5	1	-10	-14
PLCb3 inh	-4	-5	-37	-5	-2	-1	-11	-3
ADAM10 inh	12	-11	-31	0	-9	5	5	24*
Tn7 DDE FP	0	0	1	-3	5	3	-9	8
ASAP1 GAP inh	-2	-5	7	4	-9	8	-5	-3
PLC-gamma1 inh	1	0	-21	-4	-4	2	-1	-2
ARFGAP1 inh	-3	-18	-11	4	10	9	9	-14
TDP2 inh	-5	3	-6	-11	-4	0	-18	-8
ADAM17 inh	-4	-2	-6	-2	-9	4	0	9.4*

(33) O=C(CNC(=O)Cn1cnc2sc3c(c2c1=O)CCCC3)NCc1ccccn1
(34) Nc1ncnc2c1ncn2[C@@H]1O[C@H](C(=O)N[C@@H](CCc2ccccc2)C(=O)NCC(=O)N2CCOCC2)[C@@H](O)[C@H]1O
(35) CN1CCN(c2ccc(CNC(=O)c3ccco3)cc2)CC1
(36) Cc1nc(Nc2cccc(O)c2)c2oc3ccccc3c2n1
(37) Cc1cc(C)c(NC(=O)C2CSCCS2)c(C)c1 (stereo not given)
(38) COc1ccc(S(=O)(=O)N2CCN(Cc3cccs3)CC2)cc1OC
(39) COc1ccc(Cl)cc1Cn1c(C)c(C(=O)NCc2cccc(Cl)c2)sc1=O
(40) CC(=O)OC(C(=O)NC1CCCCC1)c1ccccc1Cl (stereo not given)
assay / entry	33	34	35	36	37	38	39	40
Tn6 DDE FP	-4	-2	-7	0	7	7	-8	-2
SIAE inh	2	2	-3	-7	4	-3	-26	-10
PLCb3 inh	3	3	-3	-3	2	-2	-1	0
ADAM10 inh	11	2	-6	-3	2	-7	14	3
Tn7 DDE FP	1	4	4	4	6	1	1	-2
ASAP1 GAP inh	2	-8	3	1	14	-6	-3	-1
PLC-gamma1 inh	4	1	-2	-2	0	0	1	1
ARFGAP1 inh	-2	-17	-3	11	-12	-6	-9	-1
TDP2 inh	-4	7	-16	-8	3	-1	-6	-14
ADAM17 inh	-1	-1	-6	-5	-1	2	10*	-1

(41) Cc1cc(OC(C)C(=O)Nc2ccc(S(=O)(=O)Nc3onc(C)c3C)cc2)cc(C)c1Cl (stereo not given)
(42) Cc1cccc(NC(=O)COC(=O)c2cccs2)c1C
(43) NS(=O)(=O)c1ccc(CNC(=O)c2ccccn2)cc1
(44) O=C(NNc1c(Cl)cccc1Cl)c1cccs1
(45) Cc1cccc(C)c1NC(=O)CN(C)C(=O)C1CCCCC1
(46) COc1ccc(C(=O)NCC(=O)N/N=C/C(C)=C/c2ccccc2)cc1OC
(47) O=C(NC(Cc1ccccc1)C(=O)O)/C(=C/c1ccc(Cl)cc1)NC(=O)c1ccco1 (stereo not given)
(48) Cc1ccc(N/N=C(\C#N)C(N)=S)cc1C
assay / entry	41	42	43	44	45	46	47	48
Tn6 DDE FP	0	4	4	-12	2	-4	1	3
SIAE inh	5	-3	13	10	-2	0	6	4
PLCb3 inh	-6	-3	-5	-2	3	1	-55	-5
ADAM10 inh	7	4	2	0	5	1	-15	-11
Tn7 DDE FP	5	-5	-10	-2	-7	-2	1	-1
ASAP1 GAP inh	-11	4	2	-10	3	2	-1	7
PLC-gamma1 inh	-1	6	2	4	2	-1	-30	1
ARFGAP1 inh	22	11	-14	1	13	-1	-1	2
TDP2 inh	-5	-6	12	-1	-5	-4	17	14
ADAM17 inh	2	3	0	0	-1	-1	-5	-1

Next part; it opens with the 4 that closed the last part.
(45) Cc1cccc(C)c1NC(=O)CN(C)C(=O)C1CCCCC1
(46) COc1ccc(C(=O)NCC(=O)N/N=C/C(C)=C/c2ccccc2)cc1OC
(47) O=C(NC(Cc1ccccc1)C(=O)O)/C(=C/c1ccc(Cl)cc1)NC(=O)c1ccco1 (stereo not given)
(48) Cc1ccc(N/N=C(\C#N)C(N)=S)cc1C
(49) COc1ccc(Cl)cc1NC(=O)c1cc(S(=O)(=O)N2CCCC2)cn1C
(50) COc1ccc(OC)c(S(=O)(=O)N2CCCC(C(=O)NC3CC3)C2)c1 (stereo not given)
(51) COc1ccc(Cn2cnc([N+](=O)[O-])c2)cc1[N+](=O)[O-]
(52) CN(C(=O)C1CCC(=O)N(Cc2cccc(F)c2)C1)C1CCCCC1 (stereo not given)
assay / entry	45	46	47	48	49	50	51	52
Tn6 DDE FP	2	-4	1	3	4	0	5	11
SIAE inh	-2	0	6	4	-1	2	1	8
PLCb3 inh	3	1	-55	-5	1	-2	-2	-5
ADAM10 inh	5	1	-15	-11	2	0	4	-5
Tn7 DDE FP	-7	-2	1	-1	-2	6	-9	10
ASAP1 GAP inh	3	2	-1	7	0	3	0	-10
PLC-gamma1 inh	2	-1	-30	1	2	1	1	-2
ARFGAP1 inh	13	-1	-1	2	2	-11	1	-9
TDP2 inh	-5	-4	17	14	3	3	-11	4
ADAM17 inh	-1	-1	-5	-1	-3	0	0	-4

Grouped by structure: the entries above containing an aryl thioether with sulfur outside any ring
(7) COC(=O)CSc1nc2c(c(=O)n(C)c(=O)n2C)n1CCC(C)C
(9) CC(C)n1c(SCC(N)=O)nc2c1c(=O)n(C)c(=O)n2C
assay / entry	7	9
Tn6 DDE FP	-3	-2
SIAE inh	5	1
PLCb3 inh	2	4
ADAM10 inh	1	1
Tn7 DDE FP	-3	-8
ASAP1 GAP inh	3	14
PLC-gamma1 inh	2	2
ARFGAP1 inh	1	-3
TDP2 inh	-1	-11
ADAM17 inh	0	-2

High-throughput results: PubChem, The Scripps Research Institute Molecular Screening Center
